Pf Dd2 growth – blocks in vitro growth of P. falciparum Dd2; P. falciparum Dd2 growth, SYBR Green, 72 h; actives 4.3% (n = 120,000); Potency, µM (titrated, usually from 28.9 µM), without a hit: at the top dose activity, negative = inhibition, actives largely listed as inhibitors; active = well fitted inhibition curve with a large enough effect; inconclusive = small, poorly fitted or top-dose-only effect; inactive = no such curve, though single readings can be large or run the other way;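 also: plate controls were DMSO vehicle for no effect and reference drug for full effect; nearly all actives have a fitted effect of over 65% in size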
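Infected erythrocytes (Dd2, 0.3% parasitemia, 2.5% hematocrit final) are added to compound in RPMI-1640/Albumax II medium, grown 72 h at 37C in low oxygen, then lysed with saponin/Triton-X containing SYBR Green and read by fluorescence.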
Active calls of the source: *; i = inactive; u = inconclusive; [ ] = remark or other dose. Potency is read from the fitted curve at half-maximal effect. This is a subset; rates above refer to the full screens.

SMILES	Pf Dd2 growth
NCc1cccc(-c2ccc3c(c2)C(=O)N2CC[C@H](NC(=O)NC4CCCCC4)[C@H]2C(=O)N3)c1	-9%
Cc1ccc(CN2CCc3c(cc(C(=O)O)n3C)C2)cc1	i
CC(=O)N1CCc2nn(CC(=O)Nc3ccccc3C(C)C)c(=O)cc2C1	32%[activator]
CCCc1nc2sc3c(N4CCC(C)CC4)ncnc3c2c2c1CCCC2	4%
COc1ccc(S(=O)(=O)N2CCC(C(=O)Nc3ccccc3)CC2)cc1OC	8%
O=C(NCCc1ccccc1Cl)c1ccc2c(c1)nc1n2CCCCC1	i
COc1ccc(OC)c(C2CC(=O)Oc3c2c(=O)n(C)c2ccccc32)c1 (stereo not drawn)	90%[activator]
NC(=O)c1cc(S(=O)(=O)NCC2CCC(C(=O)Nc3ccc(Cl)cc3)CC2)cs1 (stereo not drawn)	23%
COc1ccc2c(c1)c1c(c(=O)n(CCc3ccccc3)c(=O)n1Cc1cccc(C)c1)n2C	2%
COc1ccccc1NC(=O)N1CCCC1c1nncn1C1CCCC1 (stereo not drawn)	-9%
O=C(c1ccc(F)cc1F)N1CCC2(CC1)OCC(C(=O)N1CCCC1)N2C(=O)c1ccccc1 (stereo not drawn)	3%
CN1c2cc(C(=O)Nc3ccc4c(c3)CCC4)ccc2C(=O)N2CCCCC21 (stereo not drawn)	u
CN1CCC(NC[C@H]2O[C@@H](CO)[C@@H](O)[C@H]2N2CCN(c3ncccn3)CC2)CC1	5%
COc1ccccc1C(=O)N1CCCC(c2nn[nH]n2)C1 (stereo not drawn)	29%
CN1C(=O)CS(=O)(=O)C12CCN(C(=O)C1(c3ccccc3)CC1)CC2	-20%
Fc1ccc(-n2ncc3c(NC4CCCCCC4)ncnc32)cc1	8%
Cc1ccc(CN2C(=O)[C@@H]3C[C@@H](O)CN3C3(CN(CCC(C)C)C3)C2=O)o1	11µM*
CCC(CC)c1cc([C@H]2CN3CC[C@H]2C[C@@H]3CNC(=O)c2ccc(N(C)C)cc2)nc(-c2ccncc2)n1	-16%
Cc1cccc(N2CCN(C(=O)c3ccc4c(c3)N(C)C3CCCCN3C4=O)CC2)c1 (stereo not drawn)	u
CC1CCN(S(=O)(=O)c2ccc3c(c2)N(CC(=O)NCCc2ccc(Cl)cc2)C(=O)CO3)CC1	u
COCc1cc(C[C@@H]2CC[C@H](O)[C@@H](CNCc3ccccc3)O2)no1	i
COc1ccccc1N1CCN(c2ncccc2CNC(=O)C2COC(=O)N2)CC1 (stereo not drawn)	17%
Cc1cc(C(=O)N2CC[C@H](NS(=O)(=O)c3cccs3)C[C@H]2C(=O)N[C@@H](Cc2cccs2)C(N)=O)n(C)n1	-6%
O=C(NC(C(=O)N1CCCCC1)C1CCN(C(=O)c2ccccc2F)CC1)c1ccccc1 (stereo not drawn)	u
Cc1ccc2nc(-c3ccc(Cl)c(NC(=O)c4ccc5c(c4)OCCO5)c3)oc2c1	48%[activator]
CCOCCCNC(=O)N1CCn2nnc(CCC(=O)N3CCOCC3)c2C1	-10%
Oc1c(C(c2ccccc2)N2CCN(c3cccc(Cl)c3)CC2)sc2nc(-c3ccco3)nn12 (stereo not drawn)	138%[activator]
Cc1ccc(C2Cn3nnc(-c4nc(-c5ccc(F)c(F)c5)no4)c3CO2)c(C)c1 (stereo not drawn)	i
CC(=O)N1CCCc2cc(S(=O)(=O)NCc3ccc(N(C)C)cc3)ccc21	-6%
c1cncc(CCn2ccnc2-c2cc3n(n2)CCCNC3)c1	-2%
CCc1ccc(CNC(=O)C2CCN(C(=O)N3CC(CC)Oc4ccc(C)cc43)CC2)cc1 (stereo not drawn)	u
O=C(c1cncc(N2CCC3(CCCNC3=O)C2)n1)N1CCOCC1 (stereo not drawn)	-6%
CCC1Oc2ccc(NS(=O)(=O)c3ccccc3)cc2CN(Cc2ccc(F)cc2)C1=O (stereo not drawn)	-15%
O=C(Cn1cccc1-c1nc(-c2ccc(F)cc2)no1)Nc1cccc(F)c1	-4%
CC(C)=CCC1(C(=O)O)CCCN(C(=O)c2cn(C)nc2C)C1 (stereo not drawn)	-3%
COc1cccc(C(=O)N2CCC(c3nn(-c4ccccc4)c(=O)[nH]3)CC2)c1	i
O=C(NCc1ccccc1)C1CCN(C(=O)c2cnn(-c3ccccc3)c2-n2cccc2)CC1	-15%
Cc1cc(C2CC(C(=O)NCc3ccco3)CN(C(=O)NC(C)C)C2)ccc1F (stereo not drawn)	-22%
CCCN(CCC)C(=O)Cn1c(=O)n(-c2ccc(OC)cc2)c(=O)c2ccc(C(=O)NCc3ccc(C)cc3)cc21	u
CCN1c2ccccc2-n2cccc2C12CCN(C(=O)Nc1ccccc1Br)CC2	u
CCCNC(=O)N1CC(Oc2cccc(-c3nc(-c4ccccc4)no3)c2)C1	2µM*
NCc1ccc(Oc2ccc(F)c(Cl)c2)cc1	-26%[44.1 µM]
Cc1ccc2nc(-c3cccc(Cl)c3)c(Nc3ccc4c(c3)OCO4)n2c1	-7%
O=c1c(=O)n(Cc2c(F)cccc2Cl)ccn1Cc1ccccc1	u
Cc1ccc2nc(/C(C#N)=C/c3ccc(-c4ccc(C(=O)OC(C)C)cc4)o3)[nH]c2c1	u
CCOc1ccccc1NC(=O)CCc1c(C)nc2cc(-c3ccccc3)nn2c1C	-6%
O=C(Nc1ccc(-c2nc3cc(NC(=O)c4ccc(F)cc4)ccc3o2)cc1)c1ccc(F)cc1	1%
CC(=O)Nc1nnc2n1CCS2	40%[activator]
CCCc1ccc(OCC(=O)Nc2sc(C(=O)OCC)c(C)c2C(=O)OCC)cc1	i
CN1CCCC2(Cc3ccccc3CN(C(=O)Cc3cccc(Cl)c3)C2)C1 (stereo not drawn)	u

Exported as a markdown table: entries from further up
| Structure | Pf Dd2 growth |
| --- | --- |
| O=C(Nc1ccc(-c2nc3cc(NC(=O)c4ccc(F)cc4)ccc3o2)cc1)c1ccc(F)cc1 | 1% |
| CC(=O)Nc1nnc2n1CCS2 | 40%[activator] |
| CCCc1ccc(OCC(=O)Nc2sc(C(=O)OCC)c(C)c2C(=O)OCC)cc1 | i |

Following part:
SMILES	Pf Dd2 growth
COc1ccc(C(=O)N2CCCC(c3noc(COc4ccccc4)n3)C2)cc1 (stereo not drawn)	u
CCc1nc(-c2c3n(c(=O)n(Cc4cccc(C#N)c4)c2=O)CCCCC3)no1	u
Cc1cccc(C)c1-c1nc(C(=O)N2CCCC2)n2ccccc12	-20%[44.1 µM]
CCOC(=O)c1ccc(NC(=O)C2(S(=O)(=O)c3ccc(Cl)cc3)CC2)cc1	-19%
COc1ccc(CNC(=O)c2cc(-c3ccc(C)cc3)nc3n[nH]c(-c4ccc(Br)cc4)c23)cc1	74%[activator]
CCc1ccc(C(=O)N2C[C@@H](COC)[C@H](c3nc(COC)no3)C2)cc1	i
COc1ccc(C(C(=O)Nc2ccc(C(C)C)cc2)N(C)C(=O)Cc2cccs2)cc1 (stereo not drawn)	u
CCc1ccccc1S(=O)(=O)N1CCN(C2(CC)CCN(C(=O)C(C)C)C2)CC1 (stereo not drawn)	-1%
COc1ccccc1CNC(=O)CN1C(=O)CSc2ccc(S(=O)(=O)N3CCCCC3)cc21	-27%
Cc1ccc(C(=O)N2CCC3(CC2)CC(=O)Nc2ccccc2O3)cc1	2%

Copied from the list:
Reading for COc1ccccc1CNC(=O)CN1C(=O)CSc2ccc(S(=O)(=O)N3CCCCC3)cc21 in Pf Dd2 growth: -27%
Reading for Cc1cccc(C)c1-c1nc(C(=O)N2CCCC2)n2ccccc12 in Pf Dd2 growth: -20%[44.1 µM]

Additional compounds.
SMILES	Pf Dd2 growth
CCc1nnc2ccc(NC(C)C)nn12	2%
CC(C)n1cc(CN2CCOCCNC(=O)CC2)c2ccccc21	u
CC1CN(C(=O)Nc2ccc(C(=O)NCCc3ccccc3Cl)cc2)c2ccccc2S1 (stereo not drawn)	-7%
Cc1cc(C)c(NS(=O)(=O)c2ccc3c(c2)CC(C)N3C(=O)C2CCC2)c(C)c1 (stereo not drawn)	19%
Cc1ccc(C)c(Nc2nnc(-c3ccc(C)c(S(=O)(=O)N4CCN(C)CC4)c3)c3ccccc23)c1	16%
COc1cc(OC)cc(C(=O)NCC2CCCN(Cc3cccc(C)n3)C2)c1 (stereo not drawn)	u
O=C(c1cccc(F)c1)N1CCC2(CC1)OCC(C(=O)N1CCCC1)N2C(=O)c1ccco1 (stereo not drawn)	-16%
Cn1c(=O)cc(SCC(=O)Nc2cccc(C#N)c2)c2ccc(Cl)cc21	8%
CNC(=O)[C@@H]1CN(C(=O)c2ccc3[nH]ccc3c2)C[C@H]1COC	17%
COCCOc1ccc2c(n1)CCN(C(=O)c1ccncc1)C2	i
Cc1ccc(C2(O)CCN(C(=O)Cc3c[nH]c(=O)[nH]c3=O)CC2)nc1	2%
O=C1CC(c2noc(-c3ccc(OC(F)(F)F)cc3)n2)CN1c1ccc(F)cc1 (stereo not drawn)	21%
CN1[C@@H](CCC(=O)N2CCN(c3ccccn3)CC2)CNC(=O)[C@@H]2[C@H]1CCN2Cc1ccc(CO)o1	5%
O=[N+]([O-])c1ccc(-c2ncc[nH]2)cc1	-21%[44.1 µM]
Cc1cccc(CN2CCc3nc(N4CCN(c5ccccn5)CC4)ncc3C2)c1	i
O=C(NCCc1ccccc1)c1cc(S(=O)(=O)N2CCCCC2)c[nH]1	-3%
CCn1cc2nc(SCc3cccc(F)c3)n(CCc3ccccc3)c(=O)c2n1	u
CC(C)CN1C(=O)c2cccn2CC1C(=O)NCc1ccco1 (stereo not drawn)	-4%
CCOC(=O)Cn1c(=O)n(C2CCCCC2)c2nc(-c3cccc(F)c3)nc(C(N)=O)c21	37%[activator]
Cc1cc(Cn2cc3c4c(cccc42)[C@H](CC(C)C)N[C@H](C(=O)NCCN2CCOCC2)C3)no1	-6%

The final 6 records of the section before open the next one:
SMILES	Pf Dd2 growth
Cc1cccc(CN2CCc3nc(N4CCN(c5ccccn5)CC4)ncc3C2)c1	i
O=C(NCCc1ccccc1)c1cc(S(=O)(=O)N2CCCCC2)c[nH]1	-3%
CCn1cc2nc(SCc3cccc(F)c3)n(CCc3ccccc3)c(=O)c2n1	u
CC(C)CN1C(=O)c2cccn2CC1C(=O)NCc1ccco1 (stereo not drawn)	-4%
CCOC(=O)Cn1c(=O)n(C2CCCCC2)c2nc(-c3cccc(F)c3)nc(C(N)=O)c21	37%[activator]
Cc1cc(Cn2cc3c4c(cccc42)[C@H](CC(C)C)N[C@H](C(=O)NCCN2CCOCC2)C3)no1	-6%
CCOC(=O)c1ccc(NC(=O)c2sc3nc4n(c(=O)c3c2C)CCC4)cc1	u
CCOc1ccc(C2NC(=O)N(CC(=O)N(CC)CC)C3=C2C(=O)OC3)cc1 (stereo not drawn)	3%
CCOCCOC1CCN(S(=O)(=O)Cc2ccccc2)CC1	u
O=C(c1ccoc1)N1CCC(Cc2noc(-c3ccncc3)n2)C1 (stereo not drawn)	-25%
N#Cc1cccc(C(=O)NCC(=O)N2CCCCCNC(=O)CC2c2ccccc2)c1 (stereo not drawn)	i
COc1cccc([S+](=O)([O-])N2CCNc3cnc(Nc4cccnc4)nc3C2)c1	i
O=C1CO[C@H]2CN(C3CCOCC3)C[C@H]2N1Cc1ccncc1	5%[44.1 µM]
COc1cccc(Cn2c(SCC(=O)N3CCN(c4ccc(F)cc4)CC3)nc3ccccc32)c1	-24%
Cc1ccc(NC(=O)C2CCCN(S(=O)(=O)c3ccc(C)cc3)C2)cc1 (stereo not drawn)	-23%
COc1ccc(NC2=C(c3ccc(C(F)(F)F)cc3)C(=O)c3ccccc32)cc1	0.45µM*

Pulled by compound from the entries so far, 2 records:
SMILES	Pf Dd2 growth
CCOCCOC1CCN(S(=O)(=O)Cc2ccccc2)CC1	u
CCOC(=O)c1ccc(NC(=O)c2sc3nc4n(c(=O)c3c2C)CCC4)cc1	u

Additional compounds.
SMILES	Pf Dd2 growth
CC(C)CCNC(=O)N1CCC(N2CC3CC(C2)[C@H]2CCCC(=O)N2C3)CC1 (stereo partly drawn)	3%
Cc1ccc2nc(N(CCCN(C)C)C(=O)c3ccc(Br)s3)sc2c1	-2%
COc1ccc(C2(C(=O)NCCc3ccc(F)cc3)CCOCC2)cc1	7%
COc1c(C)cccc1C(=O)Nc1ccc(-c2nc3ccccc3s2)c(Cl)c1	126%[activator][5.79 µM]
COc1ccnc(-c2nnc3ccc(N4CCc5ccccc5CC4)nn23)c1	-14%[44.1 µM]
Cc1ccccc1S(=O)Cc1ccc(C(=O)NC2CCCCCC2)o1 (stereo not drawn)	u
Cc1cccc(-c2ccccc2CN)c1	10µM*
CC(C)CC(=O)N1CCC2(CC1)OCC(C(=O)NCc1ccccc1)N2C(=O)c1ccccc1 (stereo not drawn)	u
Cc1nc(CCNC(=O)Nc2ccccc2)no1	11%
COc1cccc(CC(=O)N2CCCC(c3nc(C4CCOCC4)no3)C2)c1 (stereo not drawn)	29%
Cn1nnnc1SCCCNCc1cc(Cl)ccc1OCc1ccccc1	7.9µM*
Cc1ccc(C(=O)N2CCC3(CC2)CC(N(Cc2ccccc2)C2CC2)CCO3)s1 (stereo not drawn)	1.6µM*
O=C(c1ccccc1)N1c2nc(-c3ccco3)nn2C2(CCCCC2)[C@@H]2CCCC[C@@H]21	-1%
Cc1cn2c(=O)c(S(=O)(=O)N3CCN(c4cc(Cl)ccc4C)CC3)c(C)nc2s1	2%
CO[C@H]1COCCN(C(=O)c2cccc(F)c2)C1	13%[44.1 µM]
Cc1ccc(-n2ncc(C(=O)NCCN3CCOCC3)c2C2CCN(C(=O)OC(C)(C)C)CC2)c(C)c1	u
Cc1cnc(CC2CCNC2)n1CC1CC1 (stereo not drawn)	-14%
COc1ccc(CNC(=O)C(=O)Nc2c3c(nn2-c2ccccc2)CSC3)cc1	u
O=C(NCC12CC3CC(CC(C3)C1)C2)c1cc2nc(-c3ccc(F)cc3)cc(C(F)(F)F)n2n1	-2%
COCC(=O)N1CC[C@H](n2nnc(C(N)=O)c2C(N)=O)C[C@H]1C(=O)N[C@H](Cc1c[nH]c2ccccc12)C(N)=O	30%[activator]
Cn1nnc2c(N3CCN(c4cccc(Cl)c4)CC3)ncnc21	i

Source: PubChem (National Center for Advancing Translational Sciences (NCATS))
